RGS4 block = RGS4 inhibitors, primary screen, cell-based, HEK293 M3R inducible RGS4, calcium flux; Fluo-4 calcium flux; active compounds read high; triggered by carbachol at its EC20; AID 463165, 2010; Regulator of G-protein signaling 4 (Homo sapiens), P49798; B-score at 10 µM; actives 0.45% (n = 310,000);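 active = B-score, a plate-corrected calcium signal, over three deviations above library mean, with baseline fluorescence within five deviations of library mean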;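 note: RGS4 expression induced by doxycycline in cells with stable M3 receptor; B-score is computed from the integrated fluorescence ratio over baseline after carbachol; higher B-score means a larger calcium signal and so more RGS4 inhibition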
Target sequence (P49798 whole entry, looked up): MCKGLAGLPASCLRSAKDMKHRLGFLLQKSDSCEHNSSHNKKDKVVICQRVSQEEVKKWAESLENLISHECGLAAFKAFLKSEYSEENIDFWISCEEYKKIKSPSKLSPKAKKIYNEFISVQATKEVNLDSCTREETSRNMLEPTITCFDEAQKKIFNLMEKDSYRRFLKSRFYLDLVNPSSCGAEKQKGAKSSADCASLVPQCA
MrgX1 PAM = positive allosteric modulators of MrgX1, primary screen, HEK293 cells, Fluo-4 calcium flux; Mas-related G-protein coupled receptor member X1 (Homo sapiens), Q96LB2; FDSS; active compounds read high; B-score at 10 µM; actives 0.63% (n = 310,000);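 active = plate-corrected calcium response at least 3 library SD above typical, normal starting fluorescence, not activating the receptor alone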;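 note: compound read alongside a low EC10 to EC30 dose of BAM8-22 agonist; peak minus trough fluorescence over baseline measured at the second addition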
Target sequence (Q96LB2 whole entry, looked up): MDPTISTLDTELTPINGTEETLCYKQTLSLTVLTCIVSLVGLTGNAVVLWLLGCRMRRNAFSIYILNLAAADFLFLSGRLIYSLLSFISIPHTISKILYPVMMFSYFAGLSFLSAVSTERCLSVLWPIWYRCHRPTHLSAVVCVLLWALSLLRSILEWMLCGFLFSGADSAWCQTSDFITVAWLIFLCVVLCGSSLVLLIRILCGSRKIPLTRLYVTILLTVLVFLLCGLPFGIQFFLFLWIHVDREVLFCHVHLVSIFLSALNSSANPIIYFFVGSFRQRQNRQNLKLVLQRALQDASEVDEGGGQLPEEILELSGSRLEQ
MrgX1 agonist = agonists of human MrgX1 receptor, primary screen, HEK293 cells, Fluo-4 calcium flux; Mas-related G-protein coupled receptor member X1 (Homo sapiens), Q96LB2; Fluo-4 calcium fluorescence, agonist mode; active compounds read high; actives 0.44% (n = 310,000); B-score at 10 µM;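 active = calcium response B-score plate-corrected fluorescence ratio at least 3 library SD, with starting fluorescence B-score inside 5 SD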
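Material: MrgX1-expressing HEK293 cells; input: 15,000 cells per well; doses: test compound given as first of three sequential additions; schedule: overnight plating before 1 h dye loading; technique: Fluo-4 NW calcium-flux fluorescence, kinetic read; evaluation: baseline-normalised fluorescence change ratio, B-scored; control set: plate-wise positive and negative controls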
TRPC4 block = inhibitors of mouse TRPC4 channel, primary screen, Fluo4 calcium, HEK293 TRPC4beta/mu-opioid cells. DAMGO-evoked Fluo4 calcium flux; active compounds read low. B-score at 10 µM. actives 0.39% (n = 300,000). Short transient receptor potential channel 4 (Mus musculus), Q9QUQ5;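 active = B-score over 3 SD under the library average, no early fluorescence shift, positive overall ratio signal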
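Assay system: HEK293 cells with stable TRPC4beta plus mu-opioid receptor expression; Probe or stimulus: DAMGO in two steps, submaximal then maximal; Dosing: single-point compound dosing; Measured by: Fluo4 calcium-dye fluorescence, kinetic read; Read-out basis: B score from integrated Fluo4 fluorescence ratio.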
Platelet DG rel = inhibitors of platelet dense granule secretion, primary screen, cell-based, MLPCN, human platelets; human platelet-rich plasma, SFLLRN dense granule ATP release, luminescence; inhibition, %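 (compounds screened at 7.5 µM in platelet-rich plasma)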; actives 0.22% (n = 300,000); AID 1663, 2009;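 active = mean replicate score, as percent of positive control, at or above 50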
HIF activator = HIF pathway transcriptional activators, primary screen, cell-based, U2OS HRE-luciferase, luminescence; U2OS HRE-luciferase reporter; normalized: DMSO 0%, desferrioxamine 100%; activation, % at 7.5 µM (by protocol); actives 0.32% (n = 300,000); AID 1910, 2009;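 active = mean activation of at least 10% of the iron chelator positive control signal, with at least half of replicates also reaching 10%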
RGS4 act = RGS4 potentiators or activators, primary screen, cell-based, HEK293 M3R inducible RGS4, calcium flux | actives 0.92% (n = 310,000) | AID 463111, 2010 | B-score at 10 µM | carbachol calcium flux Fluo4; active compounds read low;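 active = B-score of the integrated calcium signal more than 4 SD below the library mean, with starting fluorescence not abnormally high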;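 note: negative B-score means reduced calcium response which marks RGS4 activation or potentiation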
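Detection: kinetic calcium fluorescence imaging with Fluo4-AM dye, 2 µM / Material: HEK293 cells with stable M3R and inducible RGS4 / Schedule: recording 10 s baseline at 1 Hz, 100 s post-agonist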
MrgX1 antag = antagonists of human MrgX1 receptor, primary screen, HEK293 cells, Fluo-4 calcium flux; actives 1.3% (n = 310,000); BAM8-22 antagonism; active compounds read low; B-score at 10 µM; Mas-related G-protein coupled receptor member X1 (Homo sapiens), Q96LB2;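 active = calcium-response B-score plate-corrected more than 3 library SD below zero, starting fluorescence within 5 deviations, no agonist response on first addition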;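 note: peak minus trough fluorescence over baseline after final BAM8-22 challenge near maximal dose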
TRPC6 inh = mouse TRPC6 channel inhibitors, primary screen, cell-based, HEK293, membrane potential dye. ACh-evoked depolarization; active compounds read low. B-score at 10 µM. actives 1.1% (n = 310,000). AID 2553, 2010;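 active = B-score under library mean minus 3 SD, initial fluorescence not abnormally high, positive integrated signal ratio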;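 note: B-score derived from integrated fluorescence ratio over the kinetic read; more negative B-score means stronger inhibition of depolarization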
SKKanGAS inh = S. pyogenes SKKanGAS growth inhibitors in kanamycin, primary screen, streptokinase expression inhibitor project, SKKanGAS strain, BacTiter-Glo luminescence. 6 h. inhibition, % at 7.5 µM. actives 1.3% (n = 300,000). AID 1662, 2009;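 active = mean replicate score, as percent of positive control median, at least 50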;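 note: strain carries kanamycin resistance gene driven by streptokinase promoter and grows in 40 µg/ml kanamycin; loss of luminescence reflects streptokinase promoter inhibition or plain growth inhibition; 0% = median of DMSO wells and 100% = positive control at its reference dose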
TRPC6 act = mouse TRPC6 channel activators, primary screen, cell-based, HEK293, membrane potential dye. Short transient receptor potential channel 6 (Mus musculus), Q61143. HEK293-TRPC6 membrane potential dye fluorescence; active compounds read high. B-score at 10 µM. actives 0.13% (n = 310,000). AID 2550, 2010;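 active = B-score of the integrated fluorescence ratio above library mean plus 3 SD, and starting fluorescence ratio within library mean plus 5 SD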;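 note: higher score means more depolarization so channel activation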
The depositor's hits bear a star; i = inactive; . = not tested or not shown. Compounds as they come; about 6.1% have a hit in one of these screens.

The line under a structure holds: RGS4 block, MrgX1 PAM, MrgX1 agonist, TRPC4 block, Platelet DG rel, HIF activator, RGS4 act, MrgX1 antag, TRPC6 inh, SKKanGAS inh, TRPC6 act
N#CCCN(Cc1ccccc1)C(=O)Nc1ccccc1
→ i, i, i, i, 15, 0.2, i, i, i, 0, i
O=C(O)/C=C/C(=O)Nc1ccccc1SC(F)(F)F
→ i, i, i, i, -10, -0.2, i, i, i, -4, i
NC(=O)/C(=C/c1ccco1)NC(=O)/C=C/c1ccccc1
→ i, i, i, i, 3, -0.2, i, i, i, -2, i
COc1ccccc1/C=C/C1(C(=O)NC2CCCC2)CC(=O)N1c1ccc(C)cc1 (centres undefined)
→ i, i, i, i, -7, 0.4, i, i, i, 19, i
COc1cccc(Nc2ncnc3c2cnn3C)c1
→ i, i, i, i, 5, 1.0, i, i, i, -20, i
Cc1nc2c(C)cccc2cc1C(=O)N/N=C/c1ccc(N(C)C)cc1
→ i, i, i, i, -4, 0.1, i, i, i, 0, i
COc1ccc(OC)c(NS(=O)(=O)c2ccc(SC)cc2)c1
→ i, i, i, i, -3, 1.6, i, i, i, -14, i
COc1cccc(=O)c2c(C)n(CC(=O)c3ccccc3)c(C)c12
→ i, i, i, i, -2, 3.1, i, i, i, -1, i
O=C1CC(Nc2cc(=O)[nH]c(=O)[nH]2)C(=O)N1c1ccccc1Cl (centres undefined)
→ i, i, i, i, 11, -0.5, i, i, i, 0, i
O=C(CSCc1ccc(Cl)cc1Cl)Nc1ccccc1C(=O)Nc1ccc(C(=O)O)cc1
→ i, i, i, i, -7, 0.4, i, i, i, 21, i
COc1ccc(CCNC(=O)/C=C/c2cc(OC)c(OC)c(OC)c2)cc1OC
→ i, i, i, i, 0, -0.1, i, i, i, 2, i
COc1ccc(NC(=O)C2CCCC2)cn1
→ i, i, i, i, -1, 0.2, i, i, i, 1, i
CCOc1ccccc1N1CCN(C(=O)c2ccccc2)CC1
→ i, i, i, i, 4, -0.3, i, i, i, 2, i
CCC(=O)c1cn([C@@H](CCC(OC)OC)CC(=O)OC(C)(C)C)cc1CC
→ i, i, i, i, -5, -0.5, i, i, i, 1, i
CS(=O)(=O)N(CC(=O)N1CCOCC1)c1ccc2c(c1)OCO2
→ i, i, i, i, 5, 0.0, i, i, i, -2, i
COCCCNCCCOc1ccc(C(C)(C)c2ccccc2)cc1
→ i, i, i, i, -3, 0.4, i, i, i, -19, i
CCCN(CCC)S(=O)(=O)c1ccc(C(=O)Nc2cccnc2)cc1
→ i, i, i, i, 8, -0.6, i, i, i, -2, i
c1ccc(COCC2CCNCC2)cc1
→ i, i, i, i, -19, -0.1, i, i, i, -11, i
Cc1cc(C)n(CC(O)Cn2cnc3c2c(=O)n(C)c(=O)n3C)n1 (centres undefined)
→ i, i, i, i, 2, -0.3, i, i, i, 5, i
CNC(=S)N=Nc1c(O)[nH]c2ccc(C(C)C)cc12
→ i, i, i, i, -8, 1.1, i, i, i, -3, i
Cc1ccccc1OCc1nc2ccccc2c(=O)n1/N=C/c1cccc([N+](=O)[O-])c1
→ i, i, i, i, -6, 0.0, i, i, i, 5, i
CN1C(=S)SC(C)(C)C1NO (centres undefined)
→ i, i, i, i, -2, 0.1, i, i, i, 2, i
O=C(CCS(=O)(=O)c1ccccc1)N1CCN(c2ccccc2)CC1
→ i, i, i, i, -4, 1.9, i, i, i, -10, i
CC1C(c2ccccc2)N(C)C(c2ccccc2)CC1(O)c1ccc(F)cc1 (centres undefined)
→ i, i, i, i, 10, -0.5, i, i, i, 37, i
Cc1ccc(CCNC(=O)Cn2ncc3c([nH]c4ccccc43)c2=O)cc1
→ i, i, i, i, -5, -0.5, i, i, i, -1, i
CNC(=S)NCCCc1ccccc1
→ i, i, i, i, -2, 0.2, i, i, i, -5, i
CCC(=O)N1CCN(c2ccc(NC(=O)c3cccs3)cc2)CC1
→ i, i, i, i, 2, 1.6, i, i, i, -2, i
CCN1CCN(CC(=O)Nc2cc(C)on2)CC1
→ i, i, i, i, 3, 0.0, i, i, i, 6, i
COc1cc(=O)[nH]c(SCC(=O)Nc2nc3c(s2)CCCC3)n1
→ i, i, i, i, -17, -2.5, i, i, i, 3, i
Cc1c(Cl)cccc1NC(=O)CCC(=O)NNC(=O)c1ccccc1
→ i, i, i, i, -5, 0.6, i, i, i, -4, i

Compound profiles, from the list above:
Entry for O=C(CSCc1ccc(Cl)cc1Cl)Nc1ccccc1C(=O)Nc1ccc(C(=O)O)cc1 → RGS4 block: i; MrgX1 PAM: i; MrgX1 agonist: i; TRPC4 block: i; Platelet DG rel: -7; HIF activator: 0.4; RGS4 act: i; MrgX1 antag: i; TRPC6 inh: i; SKKanGAS inh: 21; TRPC6 act: i
Entry for CC1C(c2ccccc2)N(C)C(c2ccccc2)CC1(O)c1ccc(F)cc1 (centres undefined) → RGS4 block: i; MrgX1 PAM: i; MrgX1 agonist: i; TRPC4 block: i; Platelet DG rel: 10; HIF activator: -0.5; RGS4 act: i; MrgX1 antag: i; TRPC6 inh: i; SKKanGAS inh: 37; TRPC6 act: i

More compounds follow.
The line under a structure holds: RGS4 block, MrgX1 PAM, MrgX1 agonist, TRPC4 block, Platelet DG rel, HIF activator, RGS4 act, MrgX1 antag, TRPC6 inh, SKKanGAS inh, TRPC6 act
CCOC(=O)c1c(NC(=O)CCS(=O)(=O)c2ccccc2)sc2c1CC(C)(C)NC2(C)C
→ i, i, i, i, 6, -0.1, i, i, i, -3, i
COc1cc(OC)c(C(=O)Oc2ccc3c(c2)OCO3)cc1OC
→ i, i, i, i, 11, 0.0, i, i, i, 0, i
C=CCn1c(-c2ccccc2)nc(=S)c2c1CCCC2
→ i, i, i, i, -11, -0.4, i, i, i, 2, i
Cc1nn(Cc2ccccc2)c(C)c1NS(=O)(=O)c1ccccc1
→ i, i, i, i, -2, 0.0, i, i, i, -4, i
COc1ccc(-c2csc(C3=C(O)CN(CCCN4CCCC4=O)C3=N)n2)cc1OC
→ i, i, i, i, 16, 0.8, i, i, i, 0, i
CC(C)COc1ccc(C(=O)Nc2ccc(SC(F)F)cc2)cc1
→ i, i, i, i, -3, 2.1, i, i, i, ., i
CCOCCCNC(=O)c1cccc(OC2CCN(S(C)(=O)=O)CC2)c1
→ i, i, i, i, 2, 5.0, i, i, i, -1, i
Cc1ccc(C2(C)NC(=O)N(CC(=O)N3CCN(S(=O)(=O)c4cccs4)CC3)C2=O)cc1 (centres undefined)
→ i, i, i, i, -13, 0.1, i, i, i, -5, i
CCC(=O)c1ccc(OCC(=O)N(C)CC(=O)Nc2cccc(F)c2)cc1
→ i, i, i, i, 1, -0.6, i, i, i, 3, i
COc1ccc(CC(=O)N(C)Cc2ccc(C(C)(C)C)cc2)cc1S(=O)(=O)N1CCOCC1
→ i, i, i, i, 11, -0.3, i, i, i, -1, i
COc1ccc(NC(=O)COc2ccc(/C=N/NC(=O)c3cccnc3)cc2OC)cc1
→ i, i, i, i, 10, 1.1, i, i, i, -5, i
O=C(CC1NCCNC1=O)Nc1cc(Cl)cc(Cl)c1 (centres undefined)
→ i, i, i, i, 8, 0.0, i, i, i, -16, i
Cc1nn(Cc2nnc(SCC(=O)Nc3ccc(Cl)cc3)n2C)c(C)c1[N+](=O)[O-]
→ i, i, i, i, 3, -0.1, i, i, i, -8, i
CCOC(=O)N1CCN(C(=O)c2c(-c3ccccc3)noc2C)CC1
→ i, i, i, i, 6, ., i, i, i, 2, i
NC(=O)Cn1nc([N+](=O)[O-])nc1Oc1ccccc1C(=O)N1CCOCC1
→ i, i, i, i, -5, 0.0, i, -4.6*, i, -3, i
COc1ccc(Oc2coc3c(CN(C)C)c(O)ccc3c2=O)cc1
→ i, i, i, i, 0, -0.7, i, i, i, 4, i
COc1ccc(CCNC(=O)CS(=O)(=O)Cc2nc(-c3ccccc3Cl)oc2C)cc1OC
→ i, i, i, i, -3, 0.0, i, i, i, -12, i
O=[N+]([O-])c1cc(-c2nc3nc4ccccc4nc3n2CCc2ccccc2)cc([N+](=O)[O-])c1
→ i, i, i, i, -2, -0.1, i, i, i, 5, i
Cc1c[n+](CC(=O)c2ccccc2)cs1
→ i, i, i, i, 10, 2.5, i, i, i, -6, i
COc1cccc(N/C(SCc2ccccc2C)=C(/C#N)C(=O)NCc2cccs2)c1
→ i, i, i, i, 20, ., i, i, i, 6, i
CCC(=O)Nc1ccc(C(=O)NNC(=O)c2cc([N+](=O)[O-])cc([N+](=O)[O-])c2)cc1
→ i, i, i, i, -1, 0.0, i, i, i, 4, i
COCCNC(=O)C(=O)NNS(=O)(=O)c1ccc(Cl)cc1
→ i, i, i, i, -17, 1.7, i, i, i, -3, i
C/C(=C/C#N)Nc1ccc(C)cc1
→ i, 12*, i, i, -2, 1.3, i, i, i, -8, i
Cc1cc(C(=O)N(C)CC(=O)Nc2ccc(F)c(F)c2F)no1
→ i, i, i, i, -6, -0.3, i, i, i, -8, i
COc1ccccc1NC(=S)N1CCN(c2ccc(F)cc2)CC1
→ i, i, i, i, 7, 0.6, i, i, i, -5, i
O=C(CSc1n[nH]c(-c2ccccn2)n1)Nc1ccccc1
→ i, i, i, i, -3, -0.2, i, i, i, -4, i
CNC(=O)CSc1nc2nn(-c3ccccc3)c(=O)c-2c2n1CCCCC2
→ i, i, i, i, -7, -0.1, i, i, i, 16, i
O=c1[nH]c(N2CCCCC2)nc2c1CCCC2
→ i, i, i, i, -2, -0.6, i, i, i, -1, i

Screening results deposited in PubChem BioAssay by several laboratories.
